Screens deposited in PubChem by National Center for Advancing Translational Sciences (NCATS).
PI4K2A inh: PI4K2A (human) kinase inhibition; Q9BTU6; purified PI4K2A, ADP-Glo luminescence, 1 h; active compounds read low; activity change, negative = inhibition, % at 76.9 µM; actives 0.13% (n = 420,000); in the data active = activity change below about -50%; inconclusive = mostly about -30% to -49%;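 note: -100% = wells without enzyme as full effect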
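ADP-Glo luminescence measured ADP generated by PI4K2A enzyme (4 ug/mL before mixing) with 1.2 mM PI substrate (pre-mix) and 300 microM ATP (pre-mix). Tris pH7.5 buffer with MgCl2, Triton X-100; 1 h reaction at ambient temperature.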
G9a block: G9a (human) methyltransferase inhibition | G9a H3K9 monomethylation, AlphaScreen, 2 h | Potency, µM (highest dose often 102 µM), without a hit: at the highest dose activity, negative = inhibition, usual class: inhibitors | actives 8.8% (n = 350,000) | AID 504332; note: potency is the fitted concentration of half-maximal effect; % is set by controls: 0 for no effect and ±100 for the full control effect; nearly all actives have a fitted effect of over 75% in size
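G9a (20 nM) preincubated 15 min RT with compounds, then 500 nM biotinylated H3K9 peptide and 20 uM SAM added; 2 h RT reaction. Monomethyl-H3K9 product detected by AlphaScreen with anti-H3K9me1 antibody, streptavidin donor and anti-rabbit IgG acceptor beads.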
Pin1 inhibitor: blocks the human prolyl isomerase Pin1; Q13526; Pin1 FP peptide displacement, HiFluor488, 10 min; Potency, µM (titrated, usually from 115 µM), for the others: at the top dose activity, negative = inhibition, usual class: inhibitors; actives 0.009% (n = 390,000); active = well fitted inhibition curve with a large enough effect in the polarisation, with a control signal flat, not every such curve was filed as active; inconclusive = small, poorly fitted or top-dose-only effect, or effect the other way, or a change in a side signal; inactive = no such curve, though single readings can be large or run the other way; the % refers to the polarisation; note: potency is the fitted concentration of half-maximal effect; % is set by controls: 0 for no effect and ±100 for the full control effect
BAZ2B inh: blocks human BAZ2B; AlphaScreen BAZ2B-H3K14Ac peptide displacement; Potency, µM (top dose mostly 114 µM), for the others: top-dose activity change, negative = inhibition, actives largely listed as inhibitors; actives 4.4% (n = 360,000); AID 504333; note: potency is the fitted concentration of half-maximal effect; % is set by controls: 0 for no effect and ±100 for the full control effect; nearly all actives have a fitted effect of over 60% in size
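BAZ2B (50 nM) with biotin-H3(5-23)K14Ac peptide (50 nM) in PBS pH 7.4, 0.01% Tween-20, preformed 30 min, then compound 30 min at room temperature; top concentration 110uM. AlphaScreen streptavidin donor/nickel chelate acceptor beads (10 ug/mL final), 20 min dark, signal read.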
ERG-DNA inh: inhibitors of human ERG Ets domain-DNA interaction; fluorescence polarization, His-ERG Ets domain / labelled DNA; actives 0.028% (n = 370,000); P11308; AID 624246; Potency, µM (series often up to 76.9 µM), for the others: at the highest dose FP activity, negative = inhibition, usual class: inhibitors; active = well fitted inhibition curve with a large enough effect in the polarisation, with a control signal flat; inconclusive = small, poorly fitted or top-dose-only effect, or effect the other way, or a change in a side signal; inactive = no such curve, though single readings can be large or run the other way; the % refers to the polarisation;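 note: polarization taken with two DNA probes labelled with fluorescein and Texas red; potency is the fitted concentration of half-maximal effect; % of control where 0% means no effect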
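His-tagged ERG Ets domain (1 uM in the protein solution; 300mM KCl, 50mM Tris-HCl, 1mM EDTA, 1mM DTT, pH 7.5) received compound, then a probe mix of 5 nM fluorescein-DNA and 100nM Texas-615-DNA. Fluorescence polarization was read for both dyes.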
GLS inhibitor: glutaminase GLS (human) inhibition. actives 0.21% (n = 410,000). Potency, µM (highest dose often 45.5 µM), inactives show top-dose activity change, negative = inhibition, most hits filed as inhibitors. GLS enzymatic activity, qHTS titration; note: potency is the fitted concentration of half-maximal effect; % is set by controls: 0 for no effect and ±100 for the full control effect
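hKGA in 45 mM KH2PO4 pH 8.2, 0.02% Tween-20 with pin-transferred compounds; 1 mM L-glutamine (stock) plus glutamate oxidase/HRP/Amplex Red coupling added. Fluorescence read initially and after 30 min at RT.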
JMJD2A Tudor: JMJD2A Tudor domain (human) inhibition | O75164 | AlphaScreen JMJD2A-Tudor / H3K4me3 peptide binding | Potency, µM (highest dose often 114 µM), for the others: at the top dose activity change, negative = inhibition, usual class: inhibitors | actives 4.4% (n = 390,000); note: potency is the fitted concentration of half-maximal effect; % is set by controls: 0 for no effect and ±100 for the full control effect; nearly all actives have a fitted effect of over 50% in size
Target sequence (O75164 whole entry, looked up, the tested form may be a part): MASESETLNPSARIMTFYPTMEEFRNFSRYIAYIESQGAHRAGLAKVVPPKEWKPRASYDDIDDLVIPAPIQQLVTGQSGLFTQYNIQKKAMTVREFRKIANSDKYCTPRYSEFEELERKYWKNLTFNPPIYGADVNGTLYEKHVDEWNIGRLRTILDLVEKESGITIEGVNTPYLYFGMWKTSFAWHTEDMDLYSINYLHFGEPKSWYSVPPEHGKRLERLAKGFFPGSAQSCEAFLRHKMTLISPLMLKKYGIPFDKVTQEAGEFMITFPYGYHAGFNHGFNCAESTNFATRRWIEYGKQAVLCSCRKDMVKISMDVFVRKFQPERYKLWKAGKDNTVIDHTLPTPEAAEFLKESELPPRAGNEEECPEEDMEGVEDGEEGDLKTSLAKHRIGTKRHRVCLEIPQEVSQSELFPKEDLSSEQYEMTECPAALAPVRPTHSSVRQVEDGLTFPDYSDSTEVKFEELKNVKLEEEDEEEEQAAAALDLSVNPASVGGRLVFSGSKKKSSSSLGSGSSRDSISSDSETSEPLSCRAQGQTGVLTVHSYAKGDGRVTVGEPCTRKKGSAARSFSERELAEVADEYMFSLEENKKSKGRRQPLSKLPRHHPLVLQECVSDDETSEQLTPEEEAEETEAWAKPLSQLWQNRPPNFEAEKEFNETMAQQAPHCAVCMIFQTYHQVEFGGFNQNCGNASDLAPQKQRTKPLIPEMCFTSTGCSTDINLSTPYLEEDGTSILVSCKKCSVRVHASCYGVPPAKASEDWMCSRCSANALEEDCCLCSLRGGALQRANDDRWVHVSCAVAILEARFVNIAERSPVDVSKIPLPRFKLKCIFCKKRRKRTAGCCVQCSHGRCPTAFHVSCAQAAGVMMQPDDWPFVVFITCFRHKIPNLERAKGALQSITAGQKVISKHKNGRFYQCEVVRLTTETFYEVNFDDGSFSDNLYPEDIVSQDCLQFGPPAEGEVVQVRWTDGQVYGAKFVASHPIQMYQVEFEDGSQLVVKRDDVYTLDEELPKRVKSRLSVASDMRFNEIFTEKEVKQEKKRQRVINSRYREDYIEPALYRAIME
HP1b chromo inh: HP1-beta chromodomain-methylated histone interaction inhibition. P83916. AlphaScreen HP1-beta / biotin-H3K9me3 peptide binding. Potency, µM (titrated, usually from 114 µM), without a hit: top-dose activity change, negative = inhibition, most hits filed as inhibitors. actives 0.56% (n = 390,000); note: potency is the fitted concentration of half-maximal effect; nearly all actives have a fitted effect of over 70% in size; inactives centre near 23
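Compound inhibition of the preformed complex between 50 nM HP1-beta and 50 nM biotinylated H3K9me3 peptide was read by AlphaScreen. Buffer was PBS pH 7.4 with 0.01% Tween-20. Incubations ran 30 min at room temperature, with 10 ug/mL donor/acceptor beads.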
Tb PGK inh: inhibitors of T. brucei phosphoglycerate kinase | actives 0.043% (n = 380,000) | PGK/GAPDH coupled, Kinase-Glo luminescence, 60 min | P07378 | Potency, µM (titrated, usually from 57.5 µM), without a hit: at the highest dose activity change, negative = inhibition, usual class: inhibitors; note: potency is the fitted concentration of half-maximal effect; % is set by controls: 0 for no effect and ±100 for the full control effect; nearly all actives have a fitted effect of over 60% in size
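Recombinant glycosomal PGK reaction used 1,3-bisphosphoglycerate generated in-well by GAPDH (100nM final) in 100mM TEA pH 7.6, 5mM MgCl2, 0.01% Tween-20. After 60 minutes at room temperature, ATP was read by Kinase-Glo Plus luminescence end-point.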
An asterisk follows results filed as active; i = inactive; ? = inconclusive; / = no result given; & = joins results of further samples; [ ] = dose if it differs, or a comment. Unless noted, calls come from the whole dose curve; as a rule, active = well fitted curve in the direction sought with a large enough effect; inconclusive = small, poorly fitted or top-dose-only effect, or another doubt; inactive = no such curve, though single readings can be large; an effect the other way counts as inactive or inconclusive. Outcome played no part in choosing rows; overall some 11% were active at least once.

structure | PI4K2A inh | G9a block | Pin1 inhibitor | BAZ2B inh | ERG-DNA inh | GLS inhibitor | JMJD2A Tudor | HP1b chromo inh | Tb PGK inh
CC(C)CC1C2C(=O)N(c3ccccc3)C(=O)C2ON1c1ccccc1 (stereo unspecified) | -8 | 0% | -1% | -10% | 9% | 7% | -2% | 58%[activator] | -11%
CC(C)(C)c1ccc(S(=O)(=O)NCC(=O)Nc2sc3c(c2C(N)=O)CCCC3)cc1 | -5 | 50µM* | 8% | 2% | -2% | -6% | -29%[11.4 µM] | -6% | i
CCCn1nnnc1-c1cccc(Cl)c1 | 4 | ? | -2% | 3% | -8% | -1% | -6% | 24% | 2%
CC(=O)Nc1ccc(S(=O)(=O)NCCC(=O)N2CCc3ccccc32)cc1 | -1 | ? | 7% | -16% | -3% | -4% | -15% | 4% | -5%
Cc1nc2sc(-c3ccccc3)cc2c(=O)[nH]1 | -13 | 21%[12.7 µM] | 10% | 11% | / | 1% | -12% | 26% | /
CC1CCCC(C)N1/N=C/c1ccc(N(C)C)cc1 (stereo unspecified) | -2 | 40µM* | 0% | -27% | -1% | 3% | -30% | -10% | i
O=C(C[C@H]1C[C@H](C(=O)N2CCOCC2)[C@@]2(CCC3CCCC3)c3[nH]c4ccc(Cl)cc4c3CCN2C1=O)NCCc1ccccn1 | 0 | / | 3% | / | -16% | -6% | -28% | 24% | -10%
COC(=O)c1ccc(NC(=O)CCC(=O)c2ccc(F)cc2)cc1 | -4 | 4% | -12% | 5% | -24% | -7% | 4% | 46%[activator] | i
CN(Cc1ccccc1F)C(=O)CN1CCN(S(=O)(=O)c2ccc3c(c2)OCCCO3)CC1 | -3 | 17%[12.7 µM] | 15% | -16% | 17% | 6% | -19% | 21% | -9%
COc1ccc(C)cc1S(=O)(=O)N1CCc2ccccc2C1 | -5 | / | -6% | -10% | -6% | 6% | 2% | 51%[activator] | -8%
COc1ccc2c(c1OC)CN(C)CCc1cc3c(cc1C(O)C2)OCO3 (stereo unspecified) | -1 | 20%[59 µM] | 0% | 2% | -7% | 19% | -11% | 11% | 6%
Cc1c(C(=O)OCC(=O)N2CCC(C)CC2)oc2ccccc12 | 0 | 1%[12.7 µM] | 3% | 7% | -19% | -16% | -1% | 33% | -6%
COc1ccc(S(=O)(=O)Nc2cccc3c2O[C@H](CN(C)CC2CCCCC2)[C@@H](C)CN([C@H](C)CO)C3=O)cc1 | 0 | / | -2% | / | -5% | 5% | -20% | 28% | -1%
COc1cc(C2C(C(=O)N3CCOCC3)=C(C)NC3=C2C(=O)CCC3)ccc1OC(C)=O (stereo unspecified) | 0 | 1.6µM* | 2% | -2% | / | -2% | 2% | 15% | -7%
COc1ccc2c(c1)-c1c(sn(-c3ccc(OC)c(OC)c3)c1=S)C(C)(C)N2 | -6 | 10µM* | 1% | 10µM* | -4% | -4% | 35µM* | -81% | -2%
COc1cccc(NC(=O)Cn2c3ccccc3c3nc4n(c(=O)c32)CCCS4)c1 | 6 | 19% | -4% | -17% | 2% | 1% | -14% | 24% | -5%
CN(C(=O)c1cccc(NC(=O)Cc2ccc(NC(=O)C3CCN(C(=O)C4CCCCC4)CC3)cc2)c1)C1CCCCC1 | 2 | / | 7% | / | -3% | -1% | -24% | 64%[activator] | -8%
Cc1ccccc1NC(=O)CSc1nc2c(oc3ccccc32)c(=O)n1Cc1ccco1 | -1 | -26%[59 µM] | 7% | 2% | 1% | -11% | -10% | 31% | -2%
Cc1ccc(C(=O)C2=C(O)C(=O)N(CCCn3ccnc3)C2c2ccc(OC(C)C)cc2)o1 (stereo unspecified) | 1 | / | 7% | -9% | / | 6% | -23% | -1% | -8%
COc1cccc(CNC(=O)c2ccc(CN3CC(=O)N4CCCCC4C3=O)cc2)c1 (stereo unspecified) | -2 | -19%[59 µM] | -1% | 0% | 1% | -8% | -7% | -6% | -2%
COc1ccccc1NC(=O)CC(=O)CSc1nnc(-c2ccc(C)cc2)n1C | 3 | -5% | 23% | -5% | 7% | 18% | -30% | 34%[activator] | 4%
Cc1c(C(=O)Nc2ccc(C(=O)Nc3ccccc3)cc2)cccc1[N+](=O)[O-] | 2 | 21%[59 µM] | 3% | -2% | 1% | 2% | -7% | -2% | -5%
CC(=O)c1c(C)[nH]c(C(=O)COC(=O)COc2ccccc2)c1C | 5 | / | 4% | / | 10% | -6% | -7% | 30%[activator] | i
COC(CNc1nc(SC)nc2sc3c(c12)CCN(C)C3)OC | -2 | ? | -2% | -7% | 8% | -9% | -11% | 12%[57 µM] | -3%
O=C(Cn1c(=O)n(-c2ccccc2)c(=O)c2c3c(sc21)CCCC3)Nc1ccccc1 | -4 | -44%[59 µM] | 3% | -9% | -2% | 3% | -5% | 24% | 7%
CCN(CC(=O)Nc1ccc(NC(C)=O)cc1)C(=O)c1cc2ccccc2oc1=O | -1 | -1%[12.7 µM] | 3% | -5% | -4% | 1% | -12% | 14% | -4%
COc1ccc(NC(=O)C2=CC(c3ccc4c(c3)OCO4)=NS(=O)(=O)N2C)cc1OC | 1 | -9%[59 µM] | 6% | 0% | 0% | -9% | -11% | 15% | -7%
Cc1cc(C)c(C(=O)NCC2CCCO2)c(C)c1C(=O)NCC1CCCO1 (stereo unspecified) | 1 | -9% | -1% | 1% | -4% | 0% | 6% | 42%[activator] | 5%
Cc1cc(C)cc(N2CN=c3s/c(=C\c4ccco4)c(=O)n3C2)c1 | 4 | -10%[59 µM] | -1% | ? | 12% | -12% | -23% | -25% | -12%
CCN(CC)c1cc(C)c2cc(NC(=O)/C=C/c3ccccc3Cl)ccc2n1 | 5 | ? | ? | -24% | -3% | 11% | -29% | 0% | -1%
CCCOc1ccc(CN(CCO)CCO)cc1[N+](=O)[O-] | -2 | 9%[59 µM] | -7% | 1% | -3% | 8% | 1% | 36% | 9%
Cc1cc(C)cc(OCC(=O)Nc2cc(NC(=O)COc3cc(C)cc(C)c3)cc(C(=O)O)c2)c1 | -4 | ? | ? | -38% | 1% | -35% | -10% | 34% | -4%
O=c1c2sc3ccccc3c2n(Cc2ccccc2F)c(=O)n1-c1ccccc1Cl | 1 | 9%[59 µM] | 6% | -13% | 3% | 0% | -14% | 32% | -28%
Cc1ccc2c(c1)nnn2C1CCN(S(=O)(=O)c2cccc(S(=O)(=O)N(C)C)c2)CC1 | 2 | -32%[12.7 µM] | 17% | -5% | -4% | 8% | -12% | 45%[activator] | 6%
COc1ccc2cc(C)c(SCC(=O)Nc3cc(C)on3)nc2c1 | -2 | -4%[59 µM] | -6% | -5% | / | 1% | -11% | 24% | 2%[11.5 µM]
Cc1cccc(OCC(O)Cn2ccnc2C)c1 (stereo unspecified) | 1 | 1% | 0% | -17% | -8% | 7% | -17% | 12% | 1%
COc1cc(C)nc(N2CCC(C(=O)NC3CCCCC3)CC2)n1 | -2 | 3% | -7% | ? | / | -14% | -8% | 22% | -10%
CCCNC(=O)COc1coc(CN2CCN(c3ccccc3)CC2)cc1=O | 3 | 20% | -1% | -4% | -4% | 26% | 2% | 18% | -8%
Clc1ccc(Cc2ccc(Cl)nn2)c(Cl)c1 | -2 | 11%[59 µM] | 3% | -2% | -3% | 1% | -4% | 23% | -9%
Cc1cccc(NC(=S)NNC(=O)c2ccc(Br)o2)c1 | 3 | ? | 0% | 3% | -4% | 41%[activator] | -10% | 22% | -3%
Nc1c([N+](=O)[O-])c(=O)sc2ccccc12 | -6 | 8% | -13% | -25% | 1% | -4% | -10% | 27% | i
CCC(Oc1ccccc1F)C(=O)Nc1c(C(=O)c2ccccc2)oc2ccccc12 (stereo unspecified) | -1 | 101%[activator][59 µM] | 65%[activator] | 54%[activator] | 0% | -3% | 63%[activator] | 85%[activator] | 3%
COc1ccc(-c2[nH]c3c(c2-c2c(-n4cccc4)n(C)c(=O)[nH]c2=O)c(=O)[nH]c(=O)n3C)cc1F | -1 | -3%[59 µM] | -4% | -19% | 2% | 15% | -1% | 51%[activator] | i
Cc1c(NC(=S)N/N=C\c2ccccc2O)c(=O)n(-c2ccccc2)n1C | 9 | 10%[59 µM] | 8% | 3.2µM* | / | 10% | 40µM* | 38% | -5%
COC(=O)C(NC(=O)CCc1c(C)nc2ncnn2c1C)C(C)C (stereo unspecified) | 0 | -33% | 1% | 6% | -4% | 3% | -18% | 15% | -2%
Cc1cc(C)n(-c2nc(C)nc3c2cnn3-c2ccccc2)n1 | 10 | 41%[activator][12.7 µM] | -11% | 0% | / | 8% | 4% | 34% | 9%
COc1ccc(CCNC(=O)COc2ccc(-c3ccc(C)cc3)cc2)cc1OC | -2 | 48% | 4% | 0% | / | 7% | -5% | 17% | /
COc1cccc(-c2nnn(CC(=O)NC3CCCC3)n2)c1OC | 4 | 20%[59 µM] | -1% | 3% | 4% | 2% | -2% | 14% | 4%
CCOc1ccc(S(=O)(=O)N2CCC(C(=O)N3CCCC3)CC2)cc1C | 0 | -12% | -9% | 5% | -3% | -3% | -9% | 1% | -7%
O=C(CNC(=O)c1ccccc1)OC(C(=O)Nc1cc(C(F)(F)F)ccc1Cl)c1ccccc1 (stereo unspecified) | 5 | 17% | ? | -10% | 0% | -6% | -7%&-10%&-7% | 35%&40%&24% | -6%
